# TrxR1 substrate = qHTS Assay for Substrates of Mammalian Selenoprotein Thioredoxin Reductase 1 (TrxR1): qHTS; Thioredoxin reductase 1, cytoplasmic (Rattus norvegicus), O89049; purified TrxR1 substrate turnover, NADPH consumption readout; Potency, µM (top dose mostly 114 µM), for the others: at the top dose activity change, negative = substrate turnover; 390,000 compounds, 0.01% hits; AID 588456, 2011; further: potency means the concentration at half of the fitted maximal effect; on the % scale 0 is the no-effect control and ±100 the full control effect; nearly all actives have a fitted effect of over 50% in size
# Target sequence (O89049 whole entry, looked up): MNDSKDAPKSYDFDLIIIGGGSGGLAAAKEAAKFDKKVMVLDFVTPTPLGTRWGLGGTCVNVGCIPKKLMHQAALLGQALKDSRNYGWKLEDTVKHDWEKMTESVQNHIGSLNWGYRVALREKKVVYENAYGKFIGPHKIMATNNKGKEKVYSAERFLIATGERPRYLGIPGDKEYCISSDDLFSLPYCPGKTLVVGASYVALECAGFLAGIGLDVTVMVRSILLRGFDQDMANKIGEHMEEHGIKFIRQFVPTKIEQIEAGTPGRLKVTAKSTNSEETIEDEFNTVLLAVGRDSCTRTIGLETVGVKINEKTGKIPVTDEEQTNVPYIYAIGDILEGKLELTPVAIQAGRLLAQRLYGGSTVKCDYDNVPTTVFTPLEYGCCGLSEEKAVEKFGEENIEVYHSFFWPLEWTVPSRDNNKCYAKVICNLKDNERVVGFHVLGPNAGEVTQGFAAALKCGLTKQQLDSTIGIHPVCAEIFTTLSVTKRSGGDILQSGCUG
#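 Rat TrxR1, dispensed at 90 nM, was prereduced with 400 uM NADPH (final) for 5 min at ~22 deg C, then incubated with compound 15 min before 400 uM selenite. A first-read NADPH fluorescence drop versus no-compound background flagged substrates.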
# HP1b chromo inh = HTS for Inhibitors of HP1-beta Chromodomain Interactions with Methylated Histone Tails. Chromobox protein homolog 1 (Homo sapiens), P83916. AlphaScreen HP1-beta / biotin-H3K9me3 peptide binding. Potency, µM (top dose mostly 114 µM), without a hit: at the highest dose activity change, negative = inhibition, most hits filed as inhibitors. 390,000 compounds, 0.56% hits. AID 540317, 2011; further: potency means the concentration at half of the fitted maximal effect; nearly all actives have a fitted effect of over 70% in size; inactives centre near 23
# Target sequence (P83916 whole entry, looked up): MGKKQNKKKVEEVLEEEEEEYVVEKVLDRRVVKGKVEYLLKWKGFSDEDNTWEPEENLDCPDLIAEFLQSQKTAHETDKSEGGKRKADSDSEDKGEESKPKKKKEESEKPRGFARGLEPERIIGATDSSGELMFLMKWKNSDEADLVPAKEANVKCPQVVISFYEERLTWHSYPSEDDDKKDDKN
#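 Compound inhibition of the preformed complex between 50 nM HP1-beta and 50 nM biotinylated H3K9me3 peptide was read by AlphaScreen. Buffer was PBS pH 7.4 with 0.01% Tween-20. Incubations ran 30 min at room temperature, with 10 ug/mL donor/acceptor beads.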
# IDH1 R132H inh = qHTS for Inhibitors of mutant isocitrate dehydrogenase 1 (IDH1): qHTS | IDH1-R132H enzyme, NADPH consumption, diaphorase/resazurin fluorescence | Potency, µM (top dose mostly 76.6 µM), for inactives: at the highest dose activity change, negative = inhibition, usual class: inhibitors | 390,000 compounds, 0.093% hits; further: potency means the concentration at half of the fitted maximal effect; on the % scale 0 is the no-effect control and ±100 the full control effect; nearly all actives have a fitted effect of over 65% in size
#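 IDH1-R132H (0.5 ug/mL) preincubated 30 min with compound, then NADPH (0.016 mM) and alpha-KG (2 mM) added; 80 min at RT, pH 7.5. Remaining NADPH coupled via diaphorase/resazurin to fluorescence (540/590 nm); concentration-response curves normalized to no-enzyme control.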
# Tb PGK inh = qHTS Assay to Find Inhibitors of Phosphoglycerate Kinase. Phosphoglycerate kinase, glycosomal (Trypanosoma brucei brucei), P07378. PGK/GAPDH coupled, Kinase-Glo luminescence, 60 min. Potency, µM (doses to about 57.5 µM), for inactives: top-dose activity change, negative = inhibition, actives largely listed as inhibitors. 380,000 compounds, 0.043% hits. AID 602233, 2012; further: potency means the concentration at half of the fitted maximal effect; on the % scale 0 is the no-effect control and ±100 the full control effect; nearly all actives have a fitted effect of over 60% in size
#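 Recombinant glycosomal PGK reaction used 1,3-bisphosphoglycerate generated in-well by GAPDH (100nM final) in 100mM TEA pH 7.6, 5mM MgCl2, 0.01% Tween-20. After 60 minutes at room temperature, ATP was read by Kinase-Glo Plus luminescence end-point.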
# GLS inhibitor = qHTS for Inhibitors of Glutaminase (GLS) | GLS enzymatic activity, qHTS titration | Potency, µM (highest dose often 45.5 µM), for the others: at the highest dose activity change, negative = inhibition, actives largely listed as inhibitors | 410,000 compounds, 0.21% hits; further: potency means the concentration at half of the fitted maximal effect; on the % scale 0 is the no-effect control and ±100 the full control effect
#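 Coupled fluorescence readout: glutamate oxidase/HRP/Amplex Red detect glutamate formed by hKGA from L-glutamine (1 mM solution added). Buffer 45 mM KH2PO4 pH 8.2, 0.02% Tween-20; reads at t0 and 30 min RT.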
# rTrxR1 inhibitor = qHTS Assay for Inhibitors of Mammalian Selenoprotein Thioredoxin Reductase 1 (TrxR1): qHTS. recombinant rTrxR1, NADPH fluorescence consumption, selenite substrate. 390,000 compounds, 1% hits. Potency, µM (series often up to 114 µM), inactives show at the highest dose activity change, negative = inhibition, hits mostly inhibitors. Thioredoxin reductase 1, cytoplasmic (Rattus norvegicus), O89049; further: potency means the concentration at half of the fitted maximal effect; on the % scale 0 is the no-effect control and ±100 the full control effect; nearly all actives have a fitted effect of over 65% in size
#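 Rat TrxR1 (90 nM in the dispensed reagent) was pre-reduced with 400 uM NADPH for 5 min at room temperature, then incubated with compound for 15 min. After 400 uM selenite was added, NADPH fluorescence (Ex 340/Em 450 nm) was followed for 8 min.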
# Pin1 inhibitor = qHTS Assay to Find Inhibitors of Pin1; Peptidyl-prolyl cis-trans isomerase NIMA-interacting 1 (Homo sapiens), Q13526; Pin1 FP peptide displacement, HiFluor488, 10 min; Potency, µM (top dose mostly 115 µM), without a hit: top-dose activity, negative = inhibition, actives largely listed as inhibitors; 390,000 compounds, 0.009% hits; AID 504891, 2011; active means well fitted inhibition curve with a large enough effect in the polarisation, with a control signal flat, not every such curve was filed as active; inconclusive means small, poorly fitted or top-dose-only effect, or effect the other way, or a change in a side signal; inactive means no such curve, though single readings can be large or run the other way; the % refers to the polarisation; further: potency means the concentration at half of the fitted maximal effect; on the % scale 0 is the no-effect control and ±100 the full control effect
# Target sequence (Q13526 whole entry, looked up): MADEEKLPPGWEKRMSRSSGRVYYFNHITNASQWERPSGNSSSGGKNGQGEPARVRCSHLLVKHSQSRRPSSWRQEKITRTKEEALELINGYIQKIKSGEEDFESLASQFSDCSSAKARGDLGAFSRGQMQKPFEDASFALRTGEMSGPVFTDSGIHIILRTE
# USP1-UAF1 inh = Inhibitors of USP1/UAF1: Primary Screen. 390,000 compounds, 0.23% hits. recombinant USP1/UAF1, Ub-Rhodamine cleavage fluorescence. Ubiquitin carboxyl-terminal hydrolase 1 (Homo sapiens), O94782. Potency, µM (top dose mostly 57.1 µM), for the others: at the top dose activity change, negative = inhibition, actives largely listed as inhibitors; further: potency means the concentration at half of the fitted maximal effect; on the % scale 0 is the no-effect control and ±100 the full control effect; nearly all actives have a fitted effect of over 60% in size; inactives centre near -12
#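 Step one: compound is pinned into 1nM USP1/UAF1 in HEPES pH 7.8 buffer with TCEP. Step two: 15 min room-temperature incubation. Step three: Ub-Rho (150nM final) starts cleavage, tracked by fluorescence over six one-minute reads.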
# PI4K2A block = qHTS for small molecular inhibitors of PI4K2A; purified PI4K2A, ADP-Glo luminescence, 1 h; active compounds read low; activity change, negative = inhibition, % at 76.9 µM; Phosphatidylinositol 4-kinase type 2-alpha (Homo sapiens), Q9BTU6; 420,000 compounds, 0.13% hits; in the data active means activity change below about -50%; inconclusive means mostly about -30% to -49%;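 further: -100% = wells without enzyme as full effect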
#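 PI4K2A activity was measured by ADP-Glo luminescence: enzyme (4 ug/mL stock) and phosphatidylinositol (1.2 mM stock) in Tris pH 7.5/MgCl2/EGTA/Triton X-100 buffer were reacted with ATP (300 microM stock) for one hour at ambient temperature.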
# Active calls of the source: *; i = inactive; ? = inconclusive; / = not tested or not shown; [ ] = remark or other dose. Unless noted, the call rests on the fitted dose curve; in most records, active means well fitted curve in the direction sought with a large enough effect; inconclusive means small, poorly fitted or top-dose-only effect, or another doubt; inactive means no such curve, though single readings can be large; an effect the other way counts as inactive or inconclusive.
SMILES,TrxR1 substrate,HP1b chromo inh,IDH1 R132H inh,Tb PGK inh,GLS inhibitor,rTrxR1 inhibitor,Pin1 inhibitor,USP1-UAF1 inh,PI4K2A block
COc1cc(C(C)=O)ccc1OCC(=O)N1CCc2ccccc2C1,6%,8%,3%,-1%,-3%,19%,-8%,-7%,0
O=c1cc(C(F)(F)F)[nH]c(=O)n1C1CCCCC1,-2%,-1%,9%,i,7%,15%,0%,-1%,4
O=C(Nc1ccc2nc(-c3ccccn3)c(-c3ccccn3)nc2c1)N1CCCC1,2%,81%[activator],/,/,/,2%,12%,/,/
COc1ccc(OC)c(C2C(C(C)=O)=C(O)C(=O)N2CCc2ccc(OC)c(OC)c2)c1 (stereo unspecified),-3%[57.1 µM],25%,0%,5%,8%,-14%,3%,-21%,2
COc1ccc(CNC(=O)CSc2n[nH]c(C)c2[N+](=O)[O-])cc1,-10%,22%,9%,i,-2%,-13%,5%,-10%,-3
Cc1ccc(C(=O)Nc2ncccc2C)cc1S(=O)(=O)N1CCCCC1,-6%,21%,-1%,-6%,3%,-10%,-4%,-4%,-3
Clc1ccc(Nc2nc(-c3ccccc3)c3cc(Cl)ccc3n2)cc1,-1%,103%[activator],1%,-3%,-10%,9%,5%,2%,-8
Cc1ccccc1C(=O)N1CC(=O)Nc2ccc(F)cc2C1c1ccccc1 (stereo unspecified),6%,25%,-2%,6%,-1%,15%,-3%,-20%,1
CCn1cc(C(=O)NCc2cccnc2)c(=O)c2cc(F)c(N3CCN(C(=O)c4ccco4)CC3)cc21,27%[57.1 µM],11%,7%,-11%,-5%,3%[57.1 µM],5%,-9%,0
COc1cccc(CC(NC(C)=O)C(=O)NC2CCN(C(=O)C3CC3)CC2)c1OC (stereo unspecified),3%,19%,6%,-6%,0%,-2%,1%,-13%,0
CCOC(=O)CSc1nc2c(c(=O)n(C)c(=O)n2C)n1Cc1ccccc1F,4%,49%[activator],12%,-8%,-1%,7%,-2%,-21%,-1
CCc1cn([C@H]2C[C@H](O)[C@@H](CO)O2)c(=O)[nH]c1=O,5%,43%[activator],8%,-2%,-3%,16%,8%,-26%,-6
CCCOc1cccc(C(=O)O)c1,1%[57.1 µM],43%,3%,-5%,-5%,11%[57.1 µM],-3%,-15%,-5
CC1=C(Sc2ccccn2)C(=O)NC(C)(C)C1,1%,52%[activator],4%,i,3%,14%,-1%,-14%,0
C/C(=N\NC(=S)NC1CCCCC1)c1ccc(C#N)cc1,8%[57.1 µM],11%,1%,i,7%,13%,5%,-19%,1
CCc1ccc(NCc2cc3ccc(OC)cc3n(CC(=O)Nc3c(C)cc(C)cc3C)c2=O)cc1,5%,3%,-3%,-6%,-10%,41%[activator],-7%,-20%,-2
CCOc1cc(-c2nnc(SCC(=O)NCCCOC)nc2-c2ccc(OC)c(OCC)c2)ccc1OC,-6%[57.1 µM],5%,-14%,2%,-9%,3%[57.1 µM],-4%,?,3
CCOc1ccccc1NC(=S)N(CCCN1CCOCC1)Cc1cn(C)c2ccccc12,-4%,-1%,1%,-3%,21%,-7%,0%,-4%,4
CCOC(=O)c1c(C)[nH]c(C(=O)OCC(=O)N2c3ccccc3CC2C)c1C (stereo unspecified),6%[57.1 µM],28%,3%,18%,8%,16%[57.1 µM],18%,-15%,4
COc1ccccc1N/N=C/c1c(CO)cnc(C)c1O,5%,18%,2%,-1%,7%,-13%,5%,?,1
c1ccc2c(c1)nc(N1CCCCCC1)c1ccccc12,18%,290%[activator],1%,-3%,4%,37%[activator],-1%,-9%,-5
Cc1ccc(S(=O)(=O)Oc2ccc(/C=N/NC(=O)c3ccncc3)cc2)cc1,-5%[57.1 µM],28%,4%,1%,-18%,-3%[57.1 µM],3%,-9%,3
Cc1[nH]c(C)c(S(=O)(=O)Nc2ccccc2Cl)c1C(=O)N1CCCC1,2%,67%[activator],-9%,6%,-13%,24%,5%,-13%,0
CCN(CC)CCCNc1oc(-c2ccc(OC)c(OC)c2)nc1C#N,265%[activator],0%,0%,-8%,16%,?,-1%,-9%,17
Cc1c(C)c2ccc(OCC(=O)NCc3ccccn3)cc2oc1=O,46%[activator][57.1 µM],73%[activator],-7%,-7%,-2%,24%[57.1 µM],-2%,-18%,-1
CCOc1ccccc1N1CC(C(=O)Nc2cc(Cl)ccc2-n2cncn2)CC1=O (stereo unspecified),-9%,27%,6%,-5%,-9%,-15%,-10%,-6%,4
CC(C)OC(=O)CSc1nc(Cc2cccs2)nc2ccccc12,1%,66%[activator],-4%,/,-11%,28%,0%,-15%,-4
CCc1ccc(N2CC(C(=O)OCC(=O)NC3CC3)CC2=O)cc1 (stereo unspecified),6%,17%,-4%,-6%,-13%,30%,-9%,-5%,10
Cc1cc(C)cc(N(CC(=O)N2CCOCC2)S(=O)(=O)c2ccccc2)c1,-6%,25%,2%,7%,5%,-2%[57.1 µM],-5%,1%,-7
COc1ccc(C(=O)NC2CCN(CC(=O)N3CCCCC3)CC2)cc1,-1%,14%,-9%,-10%,-3%,6%,2%,-24%,-1

# Among those listed so far, 4 have fluorine.
SMILES,TrxR1 substrate,HP1b chromo inh,IDH1 R132H inh,Tb PGK inh,GLS inhibitor,rTrxR1 inhibitor,Pin1 inhibitor,USP1-UAF1 inh,PI4K2A block
O=c1cc(C(F)(F)F)[nH]c(=O)n1C1CCCCC1,-2%,-1%,9%,i,7%,15%,0%,-1%,4
Cc1ccccc1C(=O)N1CC(=O)Nc2ccc(F)cc2C1c1ccccc1 (stereo unspecified),6%,25%,-2%,6%,-1%,15%,-3%,-20%,1
CCn1cc(C(=O)NCc2cccnc2)c(=O)c2cc(F)c(N3CCN(C(=O)c4ccco4)CC3)cc21,27%[57.1 µM],11%,7%,-11%,-5%,3%[57.1 µM],5%,-9%,0
CCOC(=O)CSc1nc2c(c(=O)n(C)c(=O)n2C)n1Cc1ccccc1F,4%,49%[activator],12%,-8%,-1%,7%,-2%,-21%,-1

# Other structures.
SMILES,TrxR1 substrate,HP1b chromo inh,IDH1 R132H inh,Tb PGK inh,GLS inhibitor,rTrxR1 inhibitor,Pin1 inhibitor,USP1-UAF1 inh,PI4K2A block
COc1ccc(OCC(=O)N/N=C(\C)CC(=O)Nc2cccc([N+](=O)[O-])c2)cc1,-2%,50%[activator],-12%,4%,3%,-14%,?,-27%,-1
O=C(Nc1cccc(C(F)(F)F)c1)C1CCCN1S(=O)(=O)c1cccc2cccnc12 (stereo unspecified),3%,20%,2%,1%,0%,21%,-1%,-18%,-1
NS(=O)(=O)c1ccc(NC(=O)COC(=O)c2cnccn2)cc1,2%,31%,0%,i,6%,?,2%,-22%,-2
COc1ccc(NC(=O)CN(C)S(=O)(=O)c2ccc3c(c2)CC(C)N3C(C)=O)cc1OC (stereo unspecified),1%,28%,3%,-9%,-5%,22%,-2%,-14%,-1
COc1ccc(-c2cc(C(=O)NCc3ccc(F)cc3)no2)cc1,2%,39%,-2%,-1%,-17%,12%,-2%,?,1
CC(=O)c1ccc2cccc3c2c1N=CN3C,4%,21%,17%,-2%,-8%,17%,?,?,3
CCCCOc1ccc(C(=O)N/C(=C\c2ccc([N+](=O)[O-])cc2)C(=O)OCc2ccco2)cc1,-13%,7%,13%,i,3%,-32%,17%,-17%,3
CC(C)c1ccc(S(=O)(=O)N2CCN(C(=O)CN3C(=O)c4ccccc4C3=O)CC2)cc1,7%[57.1 µM],7%[57 µM],-3%,-10%,-5%,9%[57.1 µM],-3%,?,5
COc1cccc(CNC(=O)c2cc3c(=O)oc4ccc(C)cc4c3s2)c1,16%,40%[activator],8%,-7%,4%,32%,18%,-24%,16
Cc1cccc(OCC(=O)N2CCN(C(=O)c3ccco3)CC2)c1,2%,15%,-6%,-8%,1%,21%,20%,-17%,3

# An excerpt; count on the stated rates, not on these rows.
